697 NFkB inh: inhibitors of the PMA/ionomycin-induced NF-kB reporter in 697 B cells; 697 B-cell NF-kB luciferase reporter, 16 h; inhibition, % at 4 µM; hit rate 0.33% among 330,000; AID 435022; in the data active means inhibition above about 35%
EBI2 antag: blocks human EBI2 receptor beta-arrestin signaling; hit rate 0.81% among 360,000; EBI2 beta-arrestin recruitment, luminescence, 7a,25-OHC stimulated; P32249; inhibition, % at 5 µM; in the data active means inhibition above about 38%;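 further: enzyme fragment complementation signal reports receptor beta-arrestin coupling in cells; 0% = agonist plus DMSO wells and 100% = wells without agonist; some results beyond the cut were filed as inactive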
UPR CHOP act: activators of apoptotic arm of unfolded protein response (CHOP) | CHO-CHOP luciferase reporter, UPR activation, luminescence; percent of tunicamycin response over DMSO baseline | activation, % at 10 µM | hit rate 0.34% among 330,000 | AID 449763;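 active means at 10 µM dose, activation of 40% or more, normalized to positive control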;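 further: 100% = tunicamycin at 10 µg/mL and 0% = DMSO alone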
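Material: CHO-CHOP cells, stable luciferase reporter of PERK-eIF2a-CHOP signalling; quantity: 500 reporter cells seeded per well; buffer or medium: F12 medium containing 10% fetal bovine serum; compound: one dose, 10 µM in 0.5% DMSO; incubation: 6 h compound treatment, 37 °C; measured by: Steady-Glo luciferase luminescence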
UPR XBP1 act: adaptive UPR (XBP1) activation. CHO-XBP1 luciferase reporter, IRE1-XBP1 UPR activation, luminescence; percent of tunicamycin response, DMSO as zero. activation, % at 20 µM. hit rate 0.33% among 330,000;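 active means versus positive control, 20 µM dose yields 30% or more activation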;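 further: 100% = tunicamycin at 10 µg/mL and 0% = DMSO only wells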
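Material: CHO cell line with stable XBP1 luciferase reporter; schedule: 16-18 h cell attachment at 37 °C, then 6 h compound exposure; signal: glow luminescence from Steady-Glo reagent; medium: serum-containing F12 medium, 10% FBS; benchmarks: tunicamycin 10 µg/mL and vehicle-only wells; read-out: percent activation relative to tunicamycin reference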
CXCR6 inh: CXCR6 (human) receptor inhibition; O00574; CHO-K1 PathHunter CXCR6 beta-arrestin, luminescence; inhibition, % at 20 µM; hit rate 0.36% among 360,000; in the data active means inhibition above about 34%, passing the limit was not always enough;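 further: antagonist mode with CXCL16 agonist at 10 nM final; 0% = 10 nM CXCL16 with DMSO and 100% = unstimulated wells without agonist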
Jurkat NFkB inh: lowers PMA/ionomycin-induced NF-kB signal in Jurkat cells | hit rate 0.53% among 330,000 | AID 435003 | PMA/ionomycin-induced NF-kB luciferase reporter, luminescence | inhibition, % at 4 µM; in the data active means inhibition above about 50%
CCR6 antag: antagonists of human CCR6 receptor; P51684; CHO-K1 CCR6 PathHunter beta-arrestin, luminescence, CCL20-stimulated; inhibition, % at 20 µM; hit rate 0.49% among 340,000; AID 493098;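 active means compounds whose inhibition of the agonist-driven luminescence signal at 20 µM reaches about 50%, limit read from the data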;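 further: cells stimulated with CCL20 at 14 nM final; plate controls were DMSO with CCL20 for no effect and DMSO without agonist for full effect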
Mdm2-MdmX inh: human Mdm2/MdmX binding inhibition; SaOS-2 split-luciferase Mdm2/MdmX complementation, luminescence; inhibition, % at 8 µM; hit rate 3% among 330,000;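 active means inhibition of at least 50% at 8 µM in the primary screen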
Target sequence (O15151 whole entry, looked up): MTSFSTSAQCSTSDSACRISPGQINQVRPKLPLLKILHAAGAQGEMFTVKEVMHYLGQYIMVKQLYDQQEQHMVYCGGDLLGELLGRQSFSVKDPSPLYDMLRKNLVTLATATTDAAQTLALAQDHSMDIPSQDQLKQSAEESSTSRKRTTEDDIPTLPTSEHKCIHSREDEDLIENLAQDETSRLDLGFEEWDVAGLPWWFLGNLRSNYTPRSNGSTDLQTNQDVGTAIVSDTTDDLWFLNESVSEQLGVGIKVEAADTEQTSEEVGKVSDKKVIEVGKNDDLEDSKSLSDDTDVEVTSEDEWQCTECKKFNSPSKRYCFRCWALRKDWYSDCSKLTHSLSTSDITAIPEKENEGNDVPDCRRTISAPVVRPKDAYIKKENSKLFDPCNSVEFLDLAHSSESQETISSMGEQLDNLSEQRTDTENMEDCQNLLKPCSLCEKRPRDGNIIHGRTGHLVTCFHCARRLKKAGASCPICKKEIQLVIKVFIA
Target sequence (Q00987 whole entry, looked up): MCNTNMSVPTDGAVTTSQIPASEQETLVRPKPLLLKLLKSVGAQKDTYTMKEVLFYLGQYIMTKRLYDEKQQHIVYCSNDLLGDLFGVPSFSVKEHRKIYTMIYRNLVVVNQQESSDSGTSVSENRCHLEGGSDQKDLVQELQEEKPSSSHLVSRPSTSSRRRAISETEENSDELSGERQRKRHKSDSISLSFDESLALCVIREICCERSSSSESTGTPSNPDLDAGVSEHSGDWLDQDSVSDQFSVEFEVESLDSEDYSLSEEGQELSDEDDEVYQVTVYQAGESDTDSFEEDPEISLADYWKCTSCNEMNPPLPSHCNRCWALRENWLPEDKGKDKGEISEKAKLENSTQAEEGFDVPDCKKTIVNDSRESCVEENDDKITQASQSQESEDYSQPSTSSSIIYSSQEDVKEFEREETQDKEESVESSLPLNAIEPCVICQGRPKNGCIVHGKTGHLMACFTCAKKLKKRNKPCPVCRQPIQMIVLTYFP
Gli-Sufu block: blocks Gli-Sufu signaling in a luciferase reporter. Sufu-KO-LIGHT fibroblasts, Gli luciferase reporter luminescence. inhibition, % at 5 µM. hit rate 0.74% among 340,000;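 active means inhibition above about 55%, limit read from the data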;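 further: 0% = DMSO-treated cells and 100% = wells with medium but no cells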
* marks the source's active call; other numbers are inactive results; nt = no result given. No enrichment for hits; about 5% have a hit in one of these screens.

entry	mol	UPR CHOP act	CCR6 antag	Jurkat NFkB inh	EBI2 antag	697 NFkB inh	CXCR6 inh	Gli-Sufu block	UPR XBP1 act	Mdm2-MdmX inh
1	COc1cc(NC(=O)c2c(F)cccc2F)c(Cl)cc1Cl	-0.3	6	18	-1	5	4	-4	-1	19
2	Cc1ccccc1N1C(=O)C(Cl)=C(N2CCN(c3ccccc3)CC2)C1=O	-0.8	-17	-12	-1	-10	-10	4	-3	-29
3	CCOC(=O)C1OC1(c1ccccc1)c1ccccc1 (configuration not stated)	nt	11	nt	-3	nt	3	2	nt	nt
4	CC(NC(=O)NC1CCCCC1)C(c1cccs1)N1CCN(Cc2ccccc2)CC1 (configuration not stated)	-0.2	-2	11	8	-4	0	10	-1	21
5	CC1(C)Cc2nc3sc4c(SCC(=O)NCc5ccco5)ncnc4c3cc2CO1	2.4	27	5	8	-133	-5	-55	-1	25
6	CCN(Cc1ccncc1)C(=O)c1cc(COc2c(F)cccc2F)on1	-1.5	13	-5	-31	-29	-1	1	-5	16
7	OC(CNCC1CCCCC1)COc1ccccc1 (configuration not stated)	-0.8	-3	-11	1	11	9	-9	0	-6
8	COc1ccc(CNC(N)=O)cc1OC	-1.1	10	-4	-13	22	5	-2	-3	16

entry	mol	UPR CHOP act	CCR6 antag	Jurkat NFkB inh	EBI2 antag	697 NFkB inh	CXCR6 inh	Gli-Sufu block	UPR XBP1 act	Mdm2-MdmX inh
9	C=CCOc1cccc(C2/C(=C(/O)c3ccc(C)cc3)C(=O)C(=O)N2CCN2CCOCC2)c1 (configuration not stated)	2.3	11	13	6	11	-4	-2	-3	0
10	Cc1ccc(C)c(NC(=O)CN(C)C(=O)CSCc2c(C)noc2C)c1	-0.4	9	5	5	-10	-2	-4	-1	8
11	O=C(OCc1cn(-c2ccc(Cl)cc2)nn1)c1ccccc1	3.6	12	-6	-18	-2	-2	0	-2	-6
12	Cc1cccc(OCc2nnc(SCC(=O)Nc3cccc(C(=O)N4CCOCC4)c3)o2)c1C	4.6	1	-6	3	2	1	2	-2	20
13	CCN(C(=O)COC(=O)CCc1ccccc1)c1ccccc1	1.2	19	-5	-6	-4	6	-20	-2	13
14	NC(=O)c1nsc(C(=O)N(c2ccc3c(c2)OCO3)C(C(=O)NCC2CCCO2)c2ccc(F)cc2)c1N (configuration not stated)	3.0	-4	-2	-1	23	5	-32	-4	4
15	COc1ccc(C(=O)c2ccc(Br)cc2)c(OC)c1OC	nt	11	nt	8	nt	1	4	nt	nt
16	CCN(Cc1ccccc1)C(=O)CCS(=O)(=O)c1ccc2c(c1)NC(=O)CO2	0.9	-3	4	3	7	8	-15	-1	14

entry	mol	UPR CHOP act	CCR6 antag	Jurkat NFkB inh	EBI2 antag	697 NFkB inh	CXCR6 inh	Gli-Sufu block	UPR XBP1 act	Mdm2-MdmX inh
17	O=C(NCC(=O)N(CCN1CCOCC1)C(C(=O)NC1CCCC1)c1ccccc1)c1cccs1 (configuration not stated)	-0.9	-8	-2	0	12	-11	8	-5	15
18	CCCCN1C(=O)c2ccc(C(=O)Nc3c(N)n(CCCC)c(=O)n(C)c3=O)cc2C1=O	-3.2	-11	-12	-6	5	-9	-20	-5	0
19	CC(=O)NC(CC(=O)OCC(=O)NCCc1ccccc1)c1ccccc1 (configuration not stated)	-1.6	4	-19	-6	-6	4	-9	2	13
20	O=C(NC1CCSc2ccccc21)c1ccccc1F (configuration not stated)	0.0	9	-10	-22	-30	4	-10	-2	9
21	CC(NC(=O)CN(C)CC(=O)Nc1ccc(Cl)c(C(F)(F)F)c1)c1ccccc1 (configuration not stated)	1.2	4	13	-13	22	0	12	-2	31
22	CCOC(=O)Nc1ccc(S(=O)(=O)NC2CCCCC2)cc1	-1.1	5	17	-3	-15	-6	25	-2	21
23	NC(=O)CNC(=O)[C@@H]1CC2(CC(c3cccc([N+](=O)[O-])c3)=NO2)CN1C(=O)c1ccccc1 (some centres not stated)	-2.0	-2	-3	-5	1	-4	21	1	16
24	C[N+](C)(C)CCC(=O)N1C/C(=C/c2ccccc2)C(=O)/C(=C\c2ccccc2)C1	nt	13	nt	3	nt	8	-29	nt	nt

6 compounds drawn at random from those above, as already listed:
entry	mol	UPR CHOP act	CCR6 antag	Jurkat NFkB inh	EBI2 antag	697 NFkB inh	CXCR6 inh	Gli-Sufu block	UPR XBP1 act	Mdm2-MdmX inh
24	C[N+](C)(C)CCC(=O)N1C/C(=C/c2ccccc2)C(=O)/C(=C\c2ccccc2)C1	nt	13	nt	3	nt	8	-29	nt	nt
23	NC(=O)CNC(=O)[C@@H]1CC2(CC(c3cccc([N+](=O)[O-])c3)=NO2)CN1C(=O)c1ccccc1 (some centres not stated)	-2.0	-2	-3	-5	1	-4	21	1	16
15	COc1ccc(C(=O)c2ccc(Br)cc2)c(OC)c1OC	nt	11	nt	8	nt	1	4	nt	nt
10	Cc1ccc(C)c(NC(=O)CN(C)C(=O)CSCc2c(C)noc2C)c1	-0.4	9	5	5	-10	-2	-4	-1	8
1	COc1cc(NC(=O)c2c(F)cccc2F)c(Cl)cc1Cl	-0.3	6	18	-1	5	4	-4	-1	19
13	CCN(C(=O)COC(=O)CCc1ccccc1)c1ccccc1	1.2	19	-5	-6	-4	6	-20	-2	13

Going on with the list.
entry	mol	UPR CHOP act	CCR6 antag	Jurkat NFkB inh	EBI2 antag	697 NFkB inh	CXCR6 inh	Gli-Sufu block	UPR XBP1 act	Mdm2-MdmX inh
25	Cc1cccc(OCc2nnc(SCC(=O)N3CCCCC3)o2)c1	0.3	16	8	5	6	-6	22	-1	16
26	O=C(CNC(=O)c1ccc(Oc2ccccc2)cc1)OC1CCCCC1=O (configuration not stated)	-0.9	-4	-11	-5	5	-5	4	-2	11
27	O=C1OC[C@@H]2CCCN2C(=O)[C@@H](CC(=O)N(CCO)Cc2ccccc2)C/C=C\C[C@H]1Cc1ccc(F)cc1	0.5	22	4	8	14	20	10	-1	20
28	CN1CCN(S(=O)(=O)c2cccc(C(=O)NC3CCCc4ccccc43)c2)CC1 (configuration not stated)	1.8	9	-3	-6	-7	-1	9	-1	-7
29	COc1cccc(NC(=O)COC(=O)CCn2c(C)csc2=O)c1	0.3	-5	8	-12	11	0	-2	-4	18
30	CCOCC(=O)Nc1ccccc1C(=O)N1CCOCC1	0.3	-14	-4	-6	5	-16	24	0	-6
31	O=C(NNC(=O)c1cc(Cl)ccc1O)c1ccc(NS(=O)(=O)c2cccs2)cc1	-0.3	8	28	4	27	7	-5	-1	26
32	COc1ccccc1CNC(=O)CSc1nnc2c(n1)[nH]c1ccc(F)cc12	2.8	6	3	-2	5	-2	30	-4	33

entry	mol	UPR CHOP act	CCR6 antag	Jurkat NFkB inh	EBI2 antag	697 NFkB inh	CXCR6 inh	Gli-Sufu block	UPR XBP1 act	Mdm2-MdmX inh
33	CCOC(=O)Cc1nnc2c(Nc3ccccc3F)nc3nonc3n12	-3.7	3	8	-1	18	10	2	-4	11
34	COc1ccc(O)c(CN2CCC(n3nccc3NC(=O)C3CCCC3)CC2)c1	-0.7	8	-11	4	-3	-16	12	0	27
35	Cc1cc(C)cc(N(C(=O)CNC(=O)c2ccco2)C(C(=O)NC2CCCCC2)c2ccncc2)c1 (configuration not stated)	2.0	16	-20	10	3	0	-9	-4	-6
36	CC1CCN(S(=O)(=O)c2cc(F)ccc2CN2C(=O)c3cccnc3C2=O)CC1	-0.1	6	19	-3	0	5	-5	-2	17
37	Cc1nc(-c2ccc(Cl)cc2)sc1C1(C)CC(c2ccc([N+](=O)[O-])cc2)=NO1 (configuration not stated)	1.0	7	4	-1	-5	-5	-2	1	15
38	CCN1CCN(CNC(=O)c2cnccn2)CC1	-1.6	13	11	-10	5	-10	18	5	4
39	CC(=O)C[C@H]1c2cc(F)ccc2S(=O)(=O)N1c1ccc(N(C)C)cc1	2.5	-19	14	-17	1	-6	-3	-3	20
40	CC1CCC(NC(=O)COC(=O)C2CC3CCCC(C2)C3=O)CC1 (configuration not stated)	1.7	4	4	-5	14	-4	-6	-1	24

entry	mol	UPR CHOP act	CCR6 antag	Jurkat NFkB inh	EBI2 antag	697 NFkB inh	CXCR6 inh	Gli-Sufu block	UPR XBP1 act	Mdm2-MdmX inh
41	CC(=O)c1cc2c(cc1NC(=O)CSc1nc3ccc(C)cc3[nH]1)OCO2	0.5	18	-9	10	2	12	2	-1	18
42	COc1cccc(NC(=O)CN(C)C(=O)c2cc(-c3ccccc3)nn2-c2ccccc2)c1	0.3	7	11	-10	8	3	-3	-4	-5
43	CC(NC(=O)NC(=O)c1cccc(Cl)c1)c1ccccc1 (configuration not stated)	-1.2	13	4	-2	5	2	4	-4	13
44	C=CCn1c(N)c(C(=O)NCc2ccco2)sc1=S	0.8	-7	6	-7	32	-2	-3	3	-15
45	O=C1C2CCCN2c2ccc(S(=O)(=O)N3CCOCC3)cc2N1Cc1ccccc1F (configuration not stated)	0.5	2	7	-3	10	-3	11	-1	35
46	CC(OC(=O)CCc1nc2ccccc2c(=O)[nH]1)C(=O)Nc1ccc2c(c1)OCO2 (configuration not stated)	2.4	8	-6	-6	7	1	-1	0	16
47	CCN(C(=O)CSc1ncccc1C(=O)OC(C)C)c1cccc(C)c1	-0.8	-3	-9	14	-20	-2	-2	0	1
48	CCCc1ccc(O)c(N=Cc2cc(Br)cc(OCC)c2O)c1	-0.1	-13	14	-9	-13	-3	12	-2	39

entry	mol	UPR CHOP act	CCR6 antag	Jurkat NFkB inh	EBI2 antag	697 NFkB inh	CXCR6 inh	Gli-Sufu block	UPR XBP1 act	Mdm2-MdmX inh
49	COc1ccc(NC(=O)CNc2ccccc2N2CCCC2=O)cc1S(=O)(=O)N1CCOCC1	2.1	3	-3	-2	13	-2	3	-3	13
50	CC1(C)Cc2ccccc2C2=NNC(=O)C2=N1	5.8	7	7	-9	5	13	31	4	86*
51	CC(C(=O)O)c1cccc(C(=O)c2ccccc2)c1 (configuration not stated)	0.8	-3	2	6	13	3	-6	-9	-6
52	CCOC(=O)c1ccc(N/C=C/C(=O)c2ccc(OC)c(OC)c2)cc1	0.4	0	11	20	5	5	-7	4	-10
53	CC(C)(C)C(=O)Nc1ccc(C(=O)NCc2cccnc2)cc1	-0.7	-2	1	2	-1	-6	-20	-1	1
54	COc1ccc(-c2noc(CN(C)C(=O)c3ccoc3C)n2)cc1	0.5	-1	7	-4	-10	-2	12	-2	-16
55	COC(=O)c1cc(=O)nc2sc(-c3cccs3)nn12	-0.2	-4	2	-8	4	0	1	-1	7

Bioassay records: PubChem, Sanford-Burnham Center for Chemical Genomics
